MsrA inh = inhibits bovine methionine sulfoxide reductase A; 360,000 compounds, 0.75% hits; AID 651718; inhibition, % at 15.5 µM; purified bovine MsrA, absorbance read-out; in the data active = inhibition above about 4.5%;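 also: 0% = vehicle wells with enzyme and 100% = reference inhibitor wells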
* = called active by the depositor. An excerpt; rates above refer to the full screens.

MsrA inh | SMILES
0.5 | O=c1cc(-c2ccccc2)oc2c1ccc1ccccc12
0.5 | C=CCN1C(=O)c2n[nH]c(C)c2C1c1ccc(C)cc1 (stereo unspecified)
-0.1 | COC(=O)c1ccc(OC)c(CSc2nnc(-c3ccc(C(C)(C)C)cc3)o2)c1
3.5 | Cc1ccc(NS(=O)(=O)c2cccc(C(=O)NN3CCOCC3)c2)cc1
0.5 | COC(=O)c1cc2c(c3c4cc(F)ccc4n(S(=O)(=O)c4cccc(C)c4)c13)C(=O)N(Cc1ccccc1OC)C2
0.5 | CC(C)CC1O[C@@H](C)[C@@H]2CN3CCc4c([nH]c5ccccc45)[C@@H]3C[C@@H]2N1C (stereo partly specified)
1.3 | Cc1ccc2sc(NNC(=O)c3cc(-c4cccs4)nc4ccccc34)nc2c1C
0.0 | CCCCCC(=O)NC1CCCCN(C)C1=O (stereo unspecified)
-1.0 | CCn1c(C)nc2cc(C(=O)N=Nc3c(O)[nH]c4c(C)cc(C)cc34)ccc21
0.2 | COc1ccc(CN2C[C@H](COCc3ccccc3)Oc3cccc(Oc4ccc(C(C)C)cc4)c3S2(=O)=O)cc1
3.2 | CNC[C@H]1OCc2cnnn2CCCC(=O)N([C@@H](C)CO)C[C@@H]1C
-0.2 | COC(=O)C1=C(C)N(Cc2cccc(C(F)(F)F)c2)C(=NCc2cc(OC)c(OC)c(OC)c2)NC1c1cccc(Cl)c1 (stereo unspecified)
-0.8 | COC(=O)C1=C(C)N(Cc2cccc(C(F)(F)F)c2)C(=NCc2cc(OC)c(OC)c(OC)c2)NC1CCc1ccccc1 (stereo unspecified)
0.8 | C[C@@H]1CCCCO[C@H](CN(C)S(=O)(=O)c2cn(C)cn2)[C@@H](C)CN([C@H](C)CO)C(=O)c2cc(NC(=O)CCCN(C)C)ccc2O1
0.4 | C[C@@H]1CN([C@@H](C)CO)C(=O)CCCn2cc(nn2)CO[C@H]1CN(C)C(=O)c1ccncc1

Arranged by formula weight (ascending): some entries from above.
MsrA inh | SMILES
3.2 | CNC[C@H]1OCc2cnnn2CCCC(=O)N([C@@H](C)CO)C[C@@H]1C
0.5 | CC(C)CC1O[C@@H](C)[C@@H]2CN3CCc4c([nH]c5ccccc45)[C@@H]3C[C@@H]2N1C (stereo partly specified)
0.4 | C[C@@H]1CN([C@@H](C)CO)C(=O)CCCn2cc(nn2)CO[C@H]1CN(C)C(=O)c1ccncc1

(further entries)
MsrA inh | SMILES
-0.3 | COc1ccc(NC(=O)Nc2ccc3c(c2)C(=O)N([C@H](C)CO)C[C@H](C)[C@H](CN(C)C)OCCCC[C@@H](C)O3)cc1
0.9 | COC(=O)[C@]12C[C@H](CC(=O)N3CCOCC3)C(=O)N(Cc3ccc4c(c3)OCO4)C1=C[C@H](COCc1ccccc1)O[C@@H]2C
-0.2 | O=C1c2[nH]nc(-c3ccccc3)c2C(c2ccccc2)N1c1ccccc1 (stereo unspecified)
0.8 | COC(=O)c1cc2c(c3c4cc(C)ccc4n(S(=O)(=O)c4ccc(OC)cc4)c13)C(=O)N(Cc1ccc(C(F)(F)F)cc1)C2
2.5 | COCc1[nH]nc2c1C(c1ccccc1)N(c1ccccc1)C2=O (stereo unspecified)
0.2 | COC(=O)C1=C(C)N(Cc2ccccc2C(F)(F)F)C(=NCc2ccc3c(c2)OCO3)NC1c1ccccc1 (stereo unspecified)
0.1 | CCOC(=O)CC1(O)CSc2nc(N)cc(=O)n21 (stereo unspecified)
0.8 | Cc1cc(Nc2ccc(Cl)c(C(F)(F)F)c2)cc(=O)n1-c1ccc(Cl)c(C(F)(F)F)c1
0.0 | Cc1cc(NC(=O)CCc2c[nH]c3ccccc23)ccc1Oc1cccnc1
0.0 | CCC1(CC)C(=O)C2=C3C1[C@H](C(=O)OC)CC(C(=O)OC)C[C@H]3n1c(=O)n(-c3ccccc3)c(=O)n1[C@H]2C (stereo partly specified)
0.3 | CC(C)c1ccc(Oc2cccc3c2S(=O)(=O)N([C@H](C)c2ccccc2)C[C@@H](COCc2ccccc2)O3)cc1
0.7 | COc1nc(NC(C)=O)nc(C)c1Br
0.2 | CN(C(=O)c1c(Br)cnn1C)C12CC3CC(CC(C3)C1)C2
-1.2 | O=S1(=O)CCSC[C@@H](CN2CCN(c3ccccc3)CC2)N1
-0.6 | C#CCOCCOCCOCCNc1nc(N2CCN(C(=O)C([C@@H](C)CC)n3cc(C(N)CO)nn3)CC2)nc(N2CCN(C(=O)C([C@@H](C)CC)n3cc(C(N)COC(=O)C(F)(F)F)nn3)CC2)n1 (stereo partly specified)

No new results follow: an excerpt of the list.
MsrA inh | SMILES
-0.3 | COc1ccc(NC(=O)Nc2ccc3c(c2)C(=O)N([C@H](C)CO)C[C@H](C)[C@H](CN(C)C)OCCCC[C@@H](C)O3)cc1
0.9 | COC(=O)[C@]12C[C@H](CC(=O)N3CCOCC3)C(=O)N(Cc3ccc4c(c3)OCO4)C1=C[C@H](COCc1ccccc1)O[C@@H]2C
-0.2 | O=C1c2[nH]nc(-c3ccccc3)c2C(c2ccccc2)N1c1ccccc1 (stereo unspecified)
0.8 | COC(=O)c1cc2c(c3c4cc(C)ccc4n(S(=O)(=O)c4ccc(OC)cc4)c13)C(=O)N(Cc1ccc(C(F)(F)F)cc1)C2
2.5 | COCc1[nH]nc2c1C(c1ccccc1)N(c1ccccc1)C2=O (stereo unspecified)
0.2 | COC(=O)C1=C(C)N(Cc2ccccc2C(F)(F)F)C(=NCc2ccc3c(c2)OCO3)NC1c1ccccc1 (stereo unspecified)

Next part
MsrA inh | SMILES
0.0 | O=C(c1ccc2c(c1)N(Cc1ccccc1F)C(=O)c1ccccc1S2)N1CCOCC1
1.0 | C[C@@H]1CN([C@@H](C)CO)C(=O)CCCn2cc(nn2)CO[C@H]1CN(C)C(=O)Nc1ccc(-c2cccs2)cc1
-0.4 | Cc1[nH]c2ccccc2c1CCCO
-0.1 | CCOc1cccc(C2c3c(oc4ccccc4c3=O)C(=O)N2c2ccccn2)c1 (stereo unspecified)
1.2 | COC(=O)c1c(NC(=O)CN2CCC(C)CC2)c2c(C)cccc2n1C
-0.8 | C[C@@H]1ON(C)[C@H]2C[C@H]3c4cc(-c5ccc(F)cc5)ccc4CCN3C[C@@H]12
-0.3 | CCOC(=O)C1=C(C(=O)OCC)C2N(Cc3ccc(Br)cc3)c3ccccc3[C@@]23C[C@@H](C(=O)OC)N(S(=O)(=O)c2ccc(F)cc2)C3=N1 (stereo partly specified)
1.0 | COc1cccc(CNC(=O)[C@H]2CCCN2C(=O)C2CCCN2C(=O)c2ccc(OC)c(F)c2)c1 (stereo partly specified)
0.5 | COC(=O)c1cc2c(c3c4cc(C)ccc4n(S(=O)(=O)c4ccc(C)cc4)c13)C(=O)N(Cc1ccccc1OC)C2
-1.4 | COC(=O)C1=C(C)N(Cc2ccccc2C(F)(F)F)C(=NCc2ccc(C(F)(F)F)cc2)NC1CCc1ccccc1 (stereo unspecified)
-0.3 | C[C@H]1COc2cc(N3CCCCC3)ccc2S(=O)(=O)N1
0.4 | COc1cccc(C(=O)N2CCC[C@@H]2C(=O)N2CCC[C@@H]2C(=O)NCc2ccccc2)c1
-0.1 | CCOC(=O)C1=CCN(S(C)(=O)=O)C1c1ccc(Cl)cc1 (stereo unspecified)
0.3 | Cc1cc(N2CCNC[C@H]2C)ccc1N1CCS(=O)(=O)CC1
5.2* | CSc1c(N(C)C)c(=O)c1=S

Rewritten field by field: entries from further up.
> COc1cccc(C(=O)N2CCC[C@@H]2C(=O)N2CCC[C@@H]2C(=O)NCc2ccccc2)c1
  MsrA inh = 0.4
> CCOC(=O)C1=CCN(S(C)(=O)=O)C1c1ccc(Cl)cc1 (stereo unspecified)
  MsrA inh = -0.1

The results go on:
MsrA inh | SMILES
1.1 | Cc1c2cnn(CC(=O)Nc3c(F)c(F)cc(F)c3F)c(=O)c2c(C)n1Cc1ccc(F)cc1
0.9 | O=[N+]([O-])c1ccccc1S(=O)(=O)Nc1cccc2cccnc12
0.0 | CC1CCCN(C(=O)C2CCN(CCCc3ccccc3)CC2)C1 (stereo unspecified)
1.6 | O=C(N[C@@H](Cc1cccnc1)C(=O)N1CCC[C@H]1C(=O)NCCc1ccccc1Cl)c1ccc(Cl)cc1Cl
-0.3 | C[C@@H]1CN([C@@H](C)CO)C(=O)CCCn2cc(nn2)CO[C@H]1CN(C)C(=O)Nc1ccc2c(c1)OCO2
-1.7 | COC(=O)C1=C(C)N(C)C(=NCc2ccc(C(F)(F)F)cc2)NC1c1ccc(Cl)cc1 (stereo unspecified)
0.1 | COC(=O)C1=C(C)N(C)C(=NCc2cc(OC)c(OC)c(OC)c2)NC1c1cccc(C(F)(F)F)c1 (stereo unspecified)
0.6 | COC(=O)C1=C(C)N(Cc2ccc(Br)cc2)C(=S)NC1c1cccc(OC)c1 (stereo unspecified)
0.3 | Cc1cc(C)c2nc(N(CCCN(C)C)C(=O)c3ccc4c(c3)CCCC4)sc2c1
-0.8 | C=CCc1cccc2cc(C(=O)Nc3cccc(C(=O)O)c3)c(=O)oc12
-0.9 | O=C(/C=C(\Nc1ccc(Br)c(F)c1)c1ccccc1)c1ccccc1
1.3 | CC(=O)N(c1nc2ccccc2s1)N1C(=O)c2ccccc2C1=O
0.0 | Cc1ccc(C(=O)N2CCC[C@@H]2C(=O)N2CCC[C@H]2C(=O)NCc2ccccc2)cc1
-0.7 | CCOC(=O)N(C)[C@H]1C[C@H]2c3[nH]c4c(-c5ccccc5)cccc4c3CCN2C(=O)[C@H]1[C@H](C)O
-0.7 | CN(C(=O)c1cccc(NC(=O)Cc2ccc(NC(=O)C3CCN(C(=O)CCc4ccccc4)CC3)cc2)c1)C1CCCC1
0.9 | Cc1[nH]c2ccccc2c1C(=O)c1c(N)[nH]c(C(=O)c2ccccc2)c1-c1ccc(Cl)cc1
-0.3 | COc1cccc(-n2c(CN3CCN(Cc4ccccc4)CC3)nc3ccc([N+](=O)[O-])cc3c2=O)c1
-0.8 | C=CCN=C1NC(c2cccc(F)c2)C(C(=O)OC)=C(C)N1Cc1cccc(C(F)(F)F)c1 (stereo unspecified)
-1.7 | S=c1[nH]nc(-c2ccncc2)n1/N=C/c1cccc2ccccc12
0.2 | COCc1cc(N2CCN(C(=O)OC(C)(C)C)C[C@H]2C)ccc1N1CCS(=O)(=O)CC1
0.3 | Cc1cc(Nc2cc(Cl)cc(Cl)c2)cc(=O)n1-c1cc(Cl)cc(Cl)c1
-0.1 | Cc1cccc(C2=CC(=O)CC(C)(C)C2=O)c1
-0.5 | Cc1cc2ncn(/N=C/c3cc(Br)ccc3O)c2cc1C
-1.1 | COC(=O)C1=C(C)N(Cc2ccccc2C(F)(F)F)C(=NCc2ccc(OC)cc2)NC1CCc1ccccc1 (stereo unspecified)
0.0 | Cc1cc2c(nc1C)CCCN2S(=O)(=O)c1ccc(F)cc1
0.1 | CSc1ccc(Oc2cccc3c2S(=O)(=O)N([C@H](C)c2ccccc2)C[C@@H](COCc2ccccc2)O3)cc1C
-0.3 | NCCN1CCN2C(=O)CN(C(=O)c3ccccc3)CC12 (stereo unspecified)
0.3 | O=C(O)Cc1sc(Nc2ccc(Cl)cc2)nc1-c1cccs1
1.5 | COC(=O)C1=C(C)N(Cc2ccc(Cl)cc2)C(=S)NC1c1ccc(OC)cc1 (stereo unspecified)
0.5 | CCCCOCC1CN(CCCC)S(=O)(=O)c2c(Oc3ccc(OC)cc3)cccc2O1 (stereo unspecified)
0.9 | CC(C)(C)c1ccc(C#C[C@@H]2C=C[C@@H](O)[C@@H](CO)O2)cc1
0.3 | COc1cc(OC)cc(-n2c3nc4ccccc4nc3c3c(=O)n(CC4CCCO4)cnc32)c1 (stereo unspecified)
-0.4 | Cc1[nH]nc2c1C(c1ccc(Br)cc1)N(c1ccccc1)C2=O (stereo unspecified)
1.2 | CCCCc1c(-c2ccccc2OC)ncn1Cc1ccc(C(C)(C)C)cc1
0.5 | c1ccc(-c2nc3ccccc3nc2-c2ccc(CN3CCC4(CC3)CNc3ccccc34)cc2)cc1
0.6 | COC(=O)C1=C(C)N(C)C(=NCc2ccc(OC)cc2)NC1c1ccc(F)cc1 (stereo unspecified)
-0.9 | COc1cc(OC)cc(C(=O)OCCNC(=O)Cn2cnc3c2c(=O)n(C)c(=O)n3C)c1
-0.3 | O=C(NN=Cc1ccccc1Cl)C(=O)Nc1cccc(C(F)(F)F)c1
1.0 | Cc1ccc(C)c([N+](=O)[O-])c1
1.9 | C=CCO[C@H]1CN(C(=O)OC)[C@@H]2C[C@H]1Oc1ccccc12
2.0 | COc1ccc(/C=C/C(=O)c2ccc([N+](=O)[O-])o2)cc1OC
1.1 | CCOC(=O)c1c(N)c(C#N)nn1-c1ccccc1C(=O)OC
-0.1 | COC(=O)[C@@]1(Cc2ccc(F)cc2)[C@H]2c3cc(C(=O)N(C)C)n(CCc4ccccn4)c3C[C@H]2CN1C(=O)c1ccccc1
-0.3 | OC(c1ccccc1)(c1ccccc1)C1CCN(CCCOc2ccc(-c3cccnc3)cc2)CC1
0.5 | O=c1ccn2c(n1)OC1CC2OC1COC(c1ccccc1)(c1ccccc1)c1ccccc1 (stereo unspecified)
0.3 | COC(=O)c1cc2c(c3c4ccccc4n(S(=O)(=O)c4ccc(C)cc4)c13)C(=O)N(C)C2
1.3 | CCCCC1O[C@@H](C)[C@@H]2CN3CCc4c([nH]c5ccccc45)[C@@H]3C[C@@H]2N1C (stereo partly specified)
2.9 | C[C@@H]1CN([C@H](C)CO)C(=O)c2cc(NS(=O)(=O)c3ccccc3)ccc2O[C@@H](C)CCCCO[C@@H]1CN(C)Cc1ccc(Cl)c(Cl)c1
-0.8 | O=C(Nc1cc(=O)[nH]c2nc(-c3ccccc3)nn12)c1ccc(Cl)cc1
-0.2 | O=C(CC1CCCC1)N[C@H](C(=O)N1CCC[C@H]1C(=O)NC1CCCC1)c1ccccc1
1.1 | O=C(NN=Cc1ccco1)C(=O)Nc1cccc(C(F)(F)F)c1
0.0 | CN1CCCCC(NC(=O)c2cccc(F)c2)C1=O (stereo unspecified)
0.2 | O=C1Nc2ccccc2C1=NN=Cc1ccco1
0.6 | Cc1ccc2nc(CN(C)C(=O)[C@@H](Cc3ccccc3)NC(=O)[C@H]3O[C@@H](n4cnc(C(N)=O)n4)[C@H](O)[C@@H]3O)[nH]c2c1

From PubChem BioAssay
